# D3 antag: qHTS of D3 Dopamine Receptor Antagonist: qHTS | D(3) dopamine receptor (Homo sapiens), P35462 | D3R cells, DiscoveRx beta-arrestin luminescence, antagonist mode; stronger effect = lower value | max response, negative = inhibition, % | hit rate 2.5% among 360,000 | AID 652054, 2013; in the data active = max response below about -50%; inconclusive = no clear call, values can overlap the other calls; also: % is scaled to controls: 0 for no effect and ±100 for the full control effect; mostly tested at two doses, the higher about 12 µM
# Target sequence (P35462 whole entry, looked up): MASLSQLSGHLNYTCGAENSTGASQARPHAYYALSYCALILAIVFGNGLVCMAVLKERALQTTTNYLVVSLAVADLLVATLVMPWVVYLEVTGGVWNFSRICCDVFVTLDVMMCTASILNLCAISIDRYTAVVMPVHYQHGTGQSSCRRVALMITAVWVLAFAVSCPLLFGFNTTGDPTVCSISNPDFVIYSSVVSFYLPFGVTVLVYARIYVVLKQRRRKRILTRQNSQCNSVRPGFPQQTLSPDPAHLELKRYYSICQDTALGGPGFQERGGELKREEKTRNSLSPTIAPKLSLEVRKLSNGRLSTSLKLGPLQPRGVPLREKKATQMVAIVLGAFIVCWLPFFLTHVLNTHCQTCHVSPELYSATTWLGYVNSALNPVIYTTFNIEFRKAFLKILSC
#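 Cells plated overnight at 1500 cells/well, then exposed to library compounds with dopamine controls for 90 minutes at 37 degrees C. DiscoveRx reagent added for 30–60 minutes at room temperature; luminescence read, quantitative HTS format.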
# CCT modulator: High-Throughput Screening for Modulators of Cytosolic Chaperonin Activity. purified chaperonin ATPase assay, HTRF ADP detection, 30 min. activity change, % (no concentration beside the values), hits read low. hit rate 0.3% among 360,000; in the data active = activity change below about -30%; also: % is scaled to controls: 0 for no effect and ±100 for the full control effect
#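 First, chaperonin was dispensed at 40 nM or 20 nM final depending on batch activity. Next, compounds were pinned at 76 uM and ATP added at 10 uM. After 30 min at 37 °C, ADP detection reagents ran 30 min at ambient temperature.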
# D3 ag: qHTS of D3 Dopamine Receptor Agonist: qHTS; max activation, %; hit rate 0.58% among 410,000; D(3) dopamine receptor (Homo sapiens), P35462; D3R DiscoveRx beta-arrestin cells, luminescence, 90 min; in the data active = max activation above about 30%; also: 0% is about no effect; mostly tested at two doses, the higher about 12 µM
#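 Agonist-mode cell screen: cells plated at 1500/well and incubated overnight at 37 °C, then exposed to library compounds for 90 min at 37 °C. Detection reagent was added for 30–60 min at room temperature, and luminescence was read.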
# PTHR1 ag: qHTS for PTHR1 Agonists: Primary Screen; Potency, µM (top dose mostly 115 µM), without a hit: top-dose activation, hits mostly activators; HEK293 GP2 PTHR1 cells, GloSensor cAMP luminescence, 1 h; AID 743266, 2014; Parathyroid hormone/parathyroid hormone-related peptide receptor (Homo sapiens), Q03431; hit rate 0.075% among 410,000; also: potency is read from the fitted curve at half-maximal effect; nearly all actives have a fitted effect of over 55% in size; some results filed as inactive show a strong effect at the top dose; inactives centre near -15; many of its hits are not listed in these tables
# Target sequence (Q03431 whole entry, looked up): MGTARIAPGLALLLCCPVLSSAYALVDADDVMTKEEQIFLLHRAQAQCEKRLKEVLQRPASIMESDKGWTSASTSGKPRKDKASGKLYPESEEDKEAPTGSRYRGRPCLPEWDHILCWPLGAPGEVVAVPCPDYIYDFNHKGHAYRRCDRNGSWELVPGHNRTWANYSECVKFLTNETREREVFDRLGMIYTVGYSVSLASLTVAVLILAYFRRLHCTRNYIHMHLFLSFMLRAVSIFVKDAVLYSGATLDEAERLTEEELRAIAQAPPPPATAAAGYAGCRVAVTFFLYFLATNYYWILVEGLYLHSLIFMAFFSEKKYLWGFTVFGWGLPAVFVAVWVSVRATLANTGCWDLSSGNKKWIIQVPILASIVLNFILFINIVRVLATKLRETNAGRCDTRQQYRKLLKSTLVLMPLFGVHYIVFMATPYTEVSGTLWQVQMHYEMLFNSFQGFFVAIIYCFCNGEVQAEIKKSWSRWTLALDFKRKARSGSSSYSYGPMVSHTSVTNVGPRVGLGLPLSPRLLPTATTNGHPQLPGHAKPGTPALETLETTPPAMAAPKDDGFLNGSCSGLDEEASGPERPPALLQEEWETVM
#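 HEK-293-derived GP2 cells expressing PTHR1 and a GloSensor cAMP reporter, 3,000/well, plated overnight, given luciferin plus IBMX (each 0.5 mM as added) for 1 h at 37 °C, then compound for 1 h at 37 °C. Luminescence was read after 15 min at room temperature.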
# EPAC2 agonist: qHTS for Agonist of cAMP-regulated guanine nucleotide exchange factor 4 (EPAC2): primary screen; AID 720711, 2013; Rap guanine nucleotide exchange factor 4 (Homo sapiens), Q8WZA2; hit rate 0.079% among 360,000; EPAC2 activation, biochemical qHTS; response scale: 100% = 6.5 mM cAMP response; Potency, µM (top dose mostly 154 µM), inactives show top-dose activation, usual class: activators; also: potency is read from the fitted curve at half-maximal effect; nearly all actives have a fitted effect of over 50% in size
#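 Each well held 100 nM EPAC2, 250 nM RAP1B-BODIPY-GDP and 50 uM GDP. Fluorescence, read at 5-min intervals to 30 min, was referenced to a 6.5 mM cAMP positive control.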
# MmCpn inh: Inhibitors of TCP-1 ring complex (TRiC) of Methanococcus maripaludis (MmCpn): qHTS; Chaperonin Mm-Cpn (Methanococcus maripaludis); purified Mm-Cpn ATPase, ADP Transcreener TR-FRET; Potency, µM (highest dose often 76.9 µM), for the others: at the highest dose activity, negative = inhibition, actives largely listed as inhibitors; hit rate 0.031% among 330,000; also: potency is read from the fitted curve at half-maximal effect; % is scaled to controls: 0 for no effect and ±100 for the full control effect; nearly all actives have a fitted effect of over 80% in size
#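 Purified archaeal chaperonin (25 nM final) was preincubated with compound for 10 min at 37°C, then ATP (10 uM final) was added for 30 min at 37°C in Tris pH 7.4/KCl/MgCl2/DTT buffer. ADP was quantified by HTRF Transcreener TR-FRET.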
# Akt phos inh: HTS Assay for Inhibitors of Akt Phophorylation: Primary Screen; Neuro2A IGF-stimulated pAkt S473 HTRF, 20 min; stronger effect = lower value; activity change, % for hits at 50 µM; hit rate 0.32% among 360,000; AID 651550, 2012; in the data active = activity change below about -80%; inconclusive = mostly about -51% to -80%; also: % is scaled to controls: 0 for no effect and ±100 for the full control effect
#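 Neuro2A cells (4,500/well, DMEM with 0.5% FBS) were treated with compound at a single 50 µM final concentration, stimulated with 6 nM IGF for 20 min at 37 °C, and lysed. Phospho-Akt Ser473 was read by HTRF as 665/615 ratio ×10^4.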
# EPAC2 antag: qHTS for Antagonist of cAMP-regulated guanine nucleotide exchange factor 2 (EPAC2): primary screen | Rap guanine nucleotide exchange factor 4 (Homo sapiens), Q8WZA2 | EPAC2 GEF exchange of Rap1B-BODIPY-GDP, fluorescence | Potency, µM (top dose mostly 114 µM), for inactives: at the top dose activity, negative = inhibition, actives largely listed as inhibitors | hit rate 0.18% among 360,000 | AID 720708, 2013; also: potency is read from the fitted curve at half-maximal effect; % is scaled to controls: 0 for no effect and ±100 for the full control effect; nearly all actives have a fitted effect of over 45% in size; many of its hits are not listed in these tables
# An asterisk follows results filed as active; i = inactive; ? = inconclusive; . = not tested or not shown; [ ] = dose if it differs, or a comment. Unless noted, calls follow the shape of the dose curve; as a rule, active = well fitted curve in the direction sought with a large enough effect; inconclusive = small, poorly fitted or top-dose-only effect, or another doubt; inactive = no such curve, though single readings can be large; an effect the other way counts as inactive or inconclusive. This is a subset (hit frequency here may not be typical).
# Results follow in this order: D3 antag, CCT modulator, D3 ag, PTHR1 ag, EPAC2 agonist, MmCpn inh, Akt phos inh, EPAC2 antag
- CC1(C(=O)NCCc2ccccc2)Cc2c(-c3ccc4c(c3)OCO4)ccnc2O1 (configuration not stated)
  0.0, -1.0, -10.5, -20.0%, 22.4%, ., i, 1.5%
- Cc1c(O)ccc(/C(Cc2ccc3ccccc3n2)=N\N)c1O
  -3.3, -0.7, -6.5, -13.2%, 14.4%, -0.2%, i, 11.3%
- CCOc1cc(C(=O)NCCC(=O)N2CCC3(CC2)NCCc2[nH]cnc23)cc(OCC)c1OCC
  7.2, 0.6, 2.3, -5.2%, 9.5%, 0.0%, i, -8.8%
- COc1ccc(NC(=O)C2CCN(S(=O)(=O)c3ccc4c(c3)NC(=O)CO4)CC2)cc1
  5.8, -2.3, 4.5, i, -0.2%, -0.7%, i, 0.3%
- OCCNCc1cccc(OCc2ccc(Cl)cc2)c1
  -29.7, 2.1, -16.2, i, -7.0%, -1.9%, i, 5.1%
- CN(C)CCOc1cc(Cl)cc(Cl)c1
  -63.6*, 1.4, -12.0, i, 8.4%, -5.2%, i, 11.2%
- COc1ccc2sc(-c3ccc(S(C)(=O)=O)cc3)c(C#CCO)c2c1
  30.1, 2.2, 3.3, -33.7%[inhibitor], 12.3%, ?, i, -8.3%
- Cc1ccc(NC(=O)CN2C(=O)N/C(=C/c3ccco3)C2=O)cc1
  -13.0, -7.2, -8.4, i, -4.0%, -1.3%, i, 15.8%
- O=c1cc(-c2ccc(Cl)cc2)oc(=O)[nH]1
  -5.2, -2.1, -0.5, -0.7%, 15.6%, 3.2%, i, 6.0%
- CCOC(=O)Cc1csc(NC(=O)COc2ccc3c(c2)CCC3)n1
  -4.4, -4.4, 0.1, -29.3%, 10.0%, 0.5%, i, -5.5%
- O=C(NCCOc1ccc(Cl)cc1)C1CC(=O)N(c2ccc3c(c2)OCCO3)C1 (configuration not stated)
  -4.6, 0.5, 3.6, -9.0%, 6.3%, -1.2%, i, 2.2%
- CSc1nc2c(c(=O)[nH]c(=O)n2C)n1Cc1ccc(Cl)cc1
  4.0, 1.8, 1.6, -18.5%, -10.8%, -1.1%, i, -20.9%
- CCOC(=O)c1ccc(NC(=O)c2cn(CCC#N)nc2-c2ccc3c(c2)OCCO3)cc1
  8.0, -0.3, 2.5, i, 8.5%, -1.1%, i, -0.9%
- COc1ccccc1N(CC(=O)NCCSc1ccccn1)S(=O)(=O)c1ccccc1
  12.8, 0.0, 5.3, i, 10.8%, 0.2%, i, -0.4%
- CC12CCC(C/C1=N/NC(=O)COc1ccccc1Cl)C2(C)C (configuration not stated)
  7.0, -0.6, 6.6, -7.3%, 14.6%, -5.4%, i, 2.4%
- Cc1cccn2c(=O)c(/C=N/O)c(Nc3ccccc3F)nc12
  -3.2, -0.1, 14.8, -4.4%, 9.0%, 1.5%, i, -3.2%
- COc1ccc(-c2c(-c3ccc(OC)c(C)c3O)n[nH]c2C)cc1
  1.3, -2.1, -2.1, -28.9%, 8.5%, 0.1%, i, -11.2%
- COc1ccc2[nH]c(CN3CCN(C(C)C)C(CCO)C3)c(C)c2c1 (configuration not stated)
  2.2, -3.9, 3.0, i, 9.0%, -1.6%, i, -2.2%
- CC(=O)c1ccc(N2CCN(CC(=O)Nc3cc(C)on3)CC2)cc1
  1.5, 0.8, -7.5, -22.2%, -5.4%, -7.1%, i, 2.1%
- CN(C)CCCNC(=O)c1cccc(-c2ccc3nccn3c2)c1
  -8.9, -0.9, -4.7, -5.0%, 13.8%, ., i, 2.0%
- COc1ccccc1OCC(O)CN1CCN(C(=O)c2ccccc2)CC1 (configuration not stated)
  -10.3, -2.8, -7.0, i, 2.0%, -1.6%, i, 4.8%
- Cc1ccc(NC(=O)CN(C)CC(=O)Nc2ccccc2-c2ccccc2)cc1
  -23.9, -2.7, -10.8, -53.5%[inhibitor], -5.2%, -0.4%, i, -17.6%
- CSc1sc(-c2n[nH]c(=S)n2C)c2c1C=CCC2
  14.4, -2.7, 6.6, i, 0.7%, -20.5%, i, -2.4%
- CC1CCc2c(sc3nc(SCC(=O)O)n(-c4ccccc4)c(=O)c23)C1 (configuration not stated)
  9.0, -0.4, 3.0, -17.0%, -1.6%, -1.7%, i, -14.3%
- c1c(CC2CCCC2)nnn1C[C@H]1CC[C@@H]([C@@H]2CC[C@H](Cn3cc(CC4CCCC4)nn3)O2)O1
  3.7, -1.7, -5.7, -7.0%, 0.5%, 0.9%, i, -0.3%
- CC(=O)c1cccc(NC(=O)COC(=O)COc2c(Cl)cc(Cl)c3ccc(C)nc23)c1
  4.4, -0.4, 1.6, i, -1.0%, -4.5%, i, -1.1%
- O=C(CSc1nccc(=O)[nH]1)NCc1ccc(Cl)cc1
  -1.7, -1.5, -0.9, -14.0%, 10.2%, -0.1%, i, 4.1%
- Cc1ccc(OC(=O)c2cc(=O)c3ccccc3o2)cc1
  8.6, 0.8, 2.5, i, -5.4%, ?, i, -14.5%
- Cc1cc(C)n(-c2nnc(C)c(=O)[nH]2)n1
  6.2, -0.3, -3.9, i, 1.1%, -2.1%, i, 6.2%
- O=C1OC(/C=C/c2ccccc2)=NC/1=C/C=C/c1ccccc1
  0.0, -1.4, -8.9, -30.3%[inhibitor], -3.8%, -0.2%, i, -8.9%
- O=C(O)C1CSC(c2ccccc2)N1C(=O)c1ccco1 (configuration not stated)
  -5.5, -3.2, 1.0, i, -1.3%, 0.2%, i, -3.6%
- O=C(Cc1ccccc1)N/N=C/c1ccccc1OCc1ccc(Cl)cc1
  1.1, 0.9, -3.2, i, 12.4%, -2.3%, i, -0.8%
- CCOc1ccccc1NC(=S)N1CCC(NC(=O)C(C)(C)C)CC1
  32.7, -2.4, 17.5, i, 6.1%, 0.9%, i, 0.1%
- Cc1cccc(NC(=O)COC(=O)c2ccc3nc(C)c(C)nc3c2)c1
  -57.9*, -1.6, -1.2, -13.4%, 10.7%, -0.2%, i, -3.3%
- C/C(=N\OCc1nc2ccccc2c(=O)n1/N=C/c1cc([N+](=O)[O-])ccc1O)c1ccccc1
  7.3, 0.4, -3.4, -80.2%[inhibitor], 2.2%, -1.2%, i, -2.0%
- O=C(CSc1nc2ccccc2o1)N1CCOCC1
  3.2, -1.5, -3.3, -2.7%, 3.8%, 1.1%, i, -0.7%
- CCCCOCCCNS(=O)(=O)c1ccccc1
  26.4, -1.3, 0.4, -6.9%[57.5 µM], 9.0%, 0.2%, i, -5.1%
- O=C(O)C1c2ccccc2Cc2ccccc21
  ?, 1.0, -3.4, i, 6.0%, ., i, 2.8%
- O=C(CCc1ccccc1)C(=O)N1CCCC(C(=O)c2cccc(Cl)c2)C1 (configuration not stated)
  -5.6, 0.0, -14.9, -23.3%, 14.7%, 2.6%, i, -4.5%
- CN1CCC(N2CCN(c3cccc(C(F)(F)F)c3)CC2)CC1
  -20.5, 0.8, -22.4, -17.0%[57.5 µM], 6.0%, 0.2%, i, -0.1%
- O=C(OC(C(=O)NC1CCCC1)c1cccnc1)C1=Cc2ccccc2OC1 (configuration not stated)
  -27.9, -0.6, -4.0, i, -2.5%, -2.4%, i, 0.0%
- Cc1nc(Cl)sc1C(=O)Nc1cc(F)cc(F)c1
  4.1, -0.1, 7.5, i, 4.0%, 1.2%, i, -2.3%
- CCOc1c(Br)cc(/C=C2\N=C(C)OC2=O)cc1Br
  5.7, -5.6, 2.6, -3.8%, 6.4%, -0.5%, i, 0.5%
- CCC1CCCCN1C(=O)COc1ccc(N(C)S(=O)(=O)c2ccc(C)cc2)cc1 (configuration not stated)
  -6.3, -2.2, 3.1, -4.1%, 10.8%, 1.9%, i, -8.0%
- Cc1cc(-c2ccccc2)nc(N(C)NC(=O)c2ccc(Cl)cc2)c1S(C)(=O)=O
  -7.8, 3.5, -11.3, -9.3%, -20.2%, 1.5%, i, 0.5%
- O=C(NCc1ccco1)c1c(O)c2cccc3c2n(c1=O)CCC3
  9.6, -1.5, 0.6, -14.4%[57.5 µM], 2.9%, -10.4%, i, -1.6%
- Cc1ccccc1COc1cccn2c(N(C)C(=O)CCC3CCCC3)c(C)nc12
  6.9, -2.9, -0.4, -12.1%, 22.4%, ., i, -15.4%
- COC(=O)c1cccc(NC(=O)Nc2ccccc2OC)c1
  0.9, -0.1, 5.4, -4.5%, 15.4%, 1.5%, i, -2.3%
- COc1ccc2sc(-c3ccccc3OC)c(-c3ccc(OCCN4CCCC4)cc3)c2c1
  -83.2*, 0.4, -30.4, 21.9%, 17.7%, -12.8%, i, 13.5%
- COc1ccc2[nH]c3c(NCCC4=CCCCC4)ncnc3c2c1
  1.2, 1.9, -5.2, -47.4%[inhibitor], -9.3%, 0.1%, i, -12.6%

# Next part:
# Results follow in this order: D3 antag, CCT modulator, D3 ag, PTHR1 ag, EPAC2 agonist, MmCpn inh, Akt phos inh, EPAC2 antag
- O=[N+]([O-])c1cccc(S(=O)(=O)N/N=C/c2ccc(O)cc2)c1
  -14.8, -5.3, -3.5, -6.1%, 8.7%, 1.0%, i, 2.3%
- CCOC(=O)c1ccc(-c2ccc(N3C(c4ccsc4)=Cc4ccc(F)cc4C3c3c[nH]c4ccc(C#N)cc34)cc2)cc1F (configuration not stated)
  0.0, 0.3, 7.1, -27.4%, 3.2%, ., i, 10.1%
- CCOC(=O)CSc1nnc(CNC(=O)c2ccc(OC)cc2OC)n1-c1ccc(OC)cc1
  22.3, 1.1, -7.4, -3.9%[57.5 µM], -0.6%, 3.6%, i, 8.7%
- CC(C)(C)OC(=O)N1CCCC(C(=O)Nc2ccc(C(=O)N3CCCCC3)cc2)C1 (configuration not stated)
  32.1, -1.1, 10.7, -18.3%, 1.6%, 0.1%, i, 0.3%

# High-throughput results (PubChem BioAssay)
